# CAL PDZ FP-1 – inhibitors of human CAL PDZ peptide binding; purified CAL PDZ, TMR-peptide fluorescence polarization, 1 h; inhibition, % at 24.9 µM; 300,000 compounds, 0.92% hits; AID 602252;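 active = mean inhibition of at least 30% with at least half of replicates also reaching 30%; inconclusive = no clear call, values can overlap the other calls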;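 also: 0% = DMSO neutral control and 100% = excess unlabeled competitor peptide PRC23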
# MITF TRPM1 HTS – MITF TRPM1 promoter activation in melanoma cells; SK-MEL-5 TRPM1-promoter luciferase, 24 h; % of positive control, neutral wells = 0; activation, % at 12.5 µM; 300,000 compounds, 0.75% hits;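 active = mean activation of at least 80% with every replicate also reaching 80%; inconclusive = mean reaches 80% but some replicate falls short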;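 also: 0% = neutral control wells and 100% = parthenolide positive control wells; values of inactives mirror those of a sister screen read the other way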
# SR-BI DiI-HDL act – activators of SR-BI mediated HDL lipid uptake | CHO ldlA[mSR-BI] cells, DiI-HDL uptake fluorescence, 3 h; 100 = double the neutral-control signal | activation, % at 12.5 µM | 320,000 compounds, 0.096% hits;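 active = mean replicate activation of at least 60% and every replicate at or above 60%; inconclusive = mean or all-replicate condition met, but not both; inactive = mean below 60% and not all replicates reaching 60%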;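 also: 0% = median plate neutral-control signal and 100% = twice that signal; values of inactives mirror those of a sister screen read the other way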
#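 Material: SR-BI-overexpressing, LDLR-lacking CHO cells; schedule: compound exposure 3 h, 37 °C; reagent: DiI-labelled HDL at 10 µg/mL final; technique: bottom-read fluorescence, 550/595 nm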
# PvdQ acylase – blocks Pseudomonas aeruginosa PvdQ acylase activity. inhibition, % at 10 µM. AID 488965. 340,000 compounds, 0.063% hits. purified PvdQ acylase, fluorescence plate reader; in the data active = inhibition above about 30%, passing the limit was not always enough; inconclusive = no clear call, values can overlap the other calls;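 also: 0% = vehicle neutral wells and 100% = reference inhibitor wells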
# CAL PDZ FP-2 – blocks peptide binding to human CAL PDZ domain; Q9HD26; purified CAL PDZ, TMR-peptide fluorescence polarization, 1 h; inhibition, % at 20 µM; 330,000 compounds, 0.02% hits; AID 504414;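 active = highest replicate inhibition of at least 40%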;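 also: plate controls were DMSO neutral control wells for no effect and unlabeled competitor peptide control wells for full effect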
#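 material = purified tagged CAL PDZ domain construct (CerCALP) | compound dosing = 20 µM, one dose | times = 1 h at RT | measured by = fluorescence polarization from S- and P-plane intensities, G-factor corrected | read-out = inhibition from polarization loss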
# NSD2 inh – NSD2 (human) methyltransferase inhibition | NSD2 peptide methylation, AlphaScreen, 120 min | 310,000 compounds, 0.54% hits | O96028 | inhibition, % at 12.5 µM; in the data active = inhibition above about 50%
# SR-BI HDL uptake – inhibitors of mouse SR-BI mediated HDL lipid uptake; Q61009; ldlA[mSR-BI] CHO cells, DiI-HDL uptake fluorescence, 3 h; inhibition, % at 12.5 µM; 320,000 compounds, 0.96% hits;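 active = mean replicate inhibition of at least 70% and a set share of replicates each scoring 70 or more; inconclusive = meets just one of the two criteria; inactive = fails both criteria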;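 also: 0% = median of neutral control wells and 100% = median of positive control wells; values of inactives mirror those of a sister screen read the other way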
# Target sequence (Q61009 whole entry, looked up): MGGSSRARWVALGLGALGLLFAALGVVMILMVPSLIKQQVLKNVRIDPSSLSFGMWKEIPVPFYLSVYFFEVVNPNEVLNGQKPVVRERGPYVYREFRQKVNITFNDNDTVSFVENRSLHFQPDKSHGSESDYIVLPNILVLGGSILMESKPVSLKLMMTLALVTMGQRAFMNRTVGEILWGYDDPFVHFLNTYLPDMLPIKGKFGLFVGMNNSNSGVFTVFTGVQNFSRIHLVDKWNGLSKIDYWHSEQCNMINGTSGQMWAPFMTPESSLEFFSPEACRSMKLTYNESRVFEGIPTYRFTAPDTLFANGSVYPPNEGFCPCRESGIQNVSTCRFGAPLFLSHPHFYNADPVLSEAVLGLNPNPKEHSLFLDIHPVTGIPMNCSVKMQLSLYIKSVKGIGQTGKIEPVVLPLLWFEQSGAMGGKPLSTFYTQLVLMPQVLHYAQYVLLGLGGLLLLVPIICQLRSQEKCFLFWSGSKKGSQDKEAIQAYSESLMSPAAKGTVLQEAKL
# dFosB act – activators of mouse delta FosB homodimer. 340,000 compounds, 0.99% hits. activation, % at 25 µM. purified delta FosB, TAMRA-CDK5 oligo fluorescence polarization; percent of positive-control signal above neutral wells;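 active = mean activation above about 17%, with every replicate also reaching it, limit read from the data, passing the limit was not always enough; inconclusive = only one of the two conditions met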;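 also: fluorescence polarization rise as delta FosB binds a TAMRA Cdk5 AP-1 oligo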
# Target sequence (P13346 whole entry, looked up): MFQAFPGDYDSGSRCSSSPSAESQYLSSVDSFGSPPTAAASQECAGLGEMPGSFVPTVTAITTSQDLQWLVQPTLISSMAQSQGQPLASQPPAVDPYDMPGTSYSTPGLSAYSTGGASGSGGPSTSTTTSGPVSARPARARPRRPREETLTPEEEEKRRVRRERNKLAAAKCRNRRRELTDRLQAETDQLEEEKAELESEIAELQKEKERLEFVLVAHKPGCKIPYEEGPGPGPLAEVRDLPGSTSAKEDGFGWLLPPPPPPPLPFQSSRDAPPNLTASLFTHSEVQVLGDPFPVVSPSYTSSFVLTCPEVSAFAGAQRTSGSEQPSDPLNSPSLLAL
# Rtt109 HAT inh – inhibitors of Candida albicans Rtt109/Vps75 histone acetyltransferase | 330,000 compounds, 0.16% hits | inhibition, % at 34.9 µM | purified Rtt109/Vps75, ThioGlo CoA-SH fluorescence, 4 h | Q5AAJ8;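 active = inhibition of at least 50% in every replicate; inconclusive = best replicate reaches 50% inhibition but some replicates fall short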
# PfHsp90 set2 – growth inhibition of yeast expressing Plasmodium Hsp90. S. cerevisiae expressing PfHsp90, BacTiter-Glo ATP, 48 h; yeast lacking PDR1 and PDR3 efflux regulators. inhibition, % at 9.4 µM. 310,000 compounds, 0.32% hits. AID 504621;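 active = every replicate shows inhibition above about 80%, whatever the replicate mean, limit read from the data; inconclusive = mean inhibition reaches the set limit but some replicate falls short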;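 also: 0% = DMSO neutral controls and 100% = 20 µM radicicol positive controls; yeast relying on Plasmodium falciparum Hsp90 in place of its own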
# Numbers without * were called inactive; ? = inconclusive; / = no result given. Not a hit list; about 4.3% have a hit in one of these screens.
structure,CAL PDZ FP-2,SR-BI DiI-HDL act,MITF TRPM1 HTS,Rtt109 HAT inh,PvdQ acylase,CAL PDZ FP-1,SR-BI HDL uptake,dFosB act,PfHsp90 set2,NSD2 inh
CCN(CC)CCNC(=O)c1cccc(NC(=O)C(=O)c2ccccc2NC(C)=O)c1,-0.8,-33,1,-1,-3,5,33,-17,7,16
CCOC(=O)C(C)n1cnc2c(nnn2-c2ccc(C)cc2)c1=O (stereo unspecified),0.4,3,18,-14,-12,-6,-3,5,30,-2
O=C(NC(=Nc1nc2ccccc2o1)NC(=O)c1ccccc1)c1ccccc1,-0.5,3,65,-2,-6,4,-3,0,1,-3
O=C(CSc1nc(-c2ccccc2)cs1)Nc1cccc([N+](=O)[O-])c1,-2.6,8,31,0,9,0,-8,0,1,0
Cc1ccc(NS(=O)(=O)c2cccc(C(=O)OCC(=O)NCc3ccco3)c2)cc1,-1.0,2,-9,-4,-6,-2,-2,-3,-6,8
Cc1ccc(N=C(NO)c2nonc2N)c(C)c1,-2.9,16,-8,-4,-14,-1,-16,-1,9,-3
O=S(=O)(c1cccs1)N1CN(Cc2cccs2)c2nc3ccccc3nc21,-1.1,-6,2,5,-9,-2,6,2,8,-1
O=C(O)CCCn1cc(NC(=O)COc2ccccc2)cn1,-0.6,15,-5,2,6,-3,-15,0,17,-1
CCc1c(C)sc(NC(=O)/C=C/c2ccc3c(c2)OCO3)c1C(=O)OC,-0.3,/,0,-5,-5,-6,/,-6,-4,-3
COc1ccc2c(c1)CCC/C2=N\OC(=O)c1ccccc1F,-3.1,-8,3,1,-14,-1,8,-15,/,-9
COc1ccc(CCNC(=O)c2nnn(-c3cccc(C)c3)c2N)cc1OC,-0.9,-72,-4,5,-2,2,?,-5,-26,0
COc1ccc(Oc2cc(C(F)(F)F)nc(N(C)C)n2)cc1,0.6,-42,-15,5,15,-4,42,5,-2,-2
COc1ccc(S(=O)(=O)Nc2ccccc2C(F)(F)F)cc1,-0.6,9,-12,-3,-8,/,-9,0,-35,/
Cc1cccc(NC(=O)C(C)C(=O)c2ccccc2)c1 (stereo unspecified),-0.7,1,/,-9,-18,-2,-1,1,-1,16
CCOc1ccccc1OCCC(=O)Nc1ccc2c(c1)OCO2,-0.3,2,6,1,-9,-8,-2,-1,3,-2

# Retrieved one by one from the entries so far, two records:
structure,CAL PDZ FP-2,SR-BI DiI-HDL act,MITF TRPM1 HTS,Rtt109 HAT inh,PvdQ acylase,CAL PDZ FP-1,SR-BI HDL uptake,dFosB act,PfHsp90 set2,NSD2 inh
COc1ccc(S(=O)(=O)Nc2ccccc2C(F)(F)F)cc1,-0.6,9,-12,-3,-8,/,-9,0,-35,/
COc1ccc(CCNC(=O)c2nnn(-c3cccc(C)c3)c2N)cc1OC,-0.9,-72,-4,5,-2,2,?,-5,-26,0

# Later entries
structure,CAL PDZ FP-2,SR-BI DiI-HDL act,MITF TRPM1 HTS,Rtt109 HAT inh,PvdQ acylase,CAL PDZ FP-1,SR-BI HDL uptake,dFosB act,PfHsp90 set2,NSD2 inh
Cc1ccccc1OCCCC(=O)Nc1ccc(N2CCOCC2)cc1,-1.7,-47,6,-3,-4,-2,47,-10,15,-2
CN(C)c1ccc(N/C(=N\S(=O)(=O)c2cccs2)c2ccccc2)cc1,-2.5,-15,4,-7,-12,-4,15,-8,2,14
CC(C)(C)CN1C(=O)C(=O)NC[C@@H]1CCCCN,0.6,-5,14,9,-6,4,5,-3,27,/
Cc1ccc(CNC(=O)C2CNc3cc(C)ccc3O2)cc1 (stereo unspecified),-1.0,-9,-4,-45,11,-5,9,1,-4,6
COc1ccc(-c2csc(NC(=S)NC(=O)c3ccco3)n2)cc1,-1.9,-4,5,-1,-9,-3,4,47*,/,2
Cn1cc(CCC(=O)NCCCc2ccccc2)c2ccccc21,-1.6,-3,-5,2,-6,-1,3,-3,-5,0
CCCNS(=O)(=O)c1ccc(OCC(=O)N2CCN(c3ccccc3)CC2)cc1,-0.1,-7,8,2,-2,-2,7,8,9,0
CC(C)N(C)Cc1cn(C)nc1-c1ccc(Oc2ccccc2)cc1,-2.1,11,4,5,-19,/,-11,-4,27,4
Cc1cc(C)c(C(=O)CSc2nc3ccccc3c(=O)[nH]2)cc1C,-1.7,21,3,11,-6,0,-21,-3,22,-1
CCN(CC)c1ccc(S(=O)(=O)N(CC)CC)cc1NC(=O)c1cccnc1,-0.5,17,-2,0,-18,-3,-17,-6,6,-1
COc1ccc(S(=O)(=O)N[C@H](C(=O)N2CC[C@@]3(O)CCCC[C@H]3C2)c2ccccc2)cc1,-0.2,17,-9,-9,-3,-7,-17,-2,-21,-2
CCOc1ccc(N2C(=O)CC(NCCNc3ccc([N+](=O)[O-])cn3)C2=O)cc1 (stereo unspecified),-2.9,-1,11,6,-15,-2,1,-6,-3,1
CC(C)(C)[C@H]1CCC(=O)N([C@H](CSc2ccccc2)Cc2ccccc2)CC1,0.1,3,5,17,-12,0,-3,-9,/,/
CNc1oc(Cc2ccccc2)nc1S(=O)(=O)c1ccccc1,0.7,28,-2,11,1,-2,-28,3,-1,/
COc1ccc(NC(=O)COc2ccc3oc(=O)cc(C)c3c2)cc1,-0.2,-27,/,3,2,/,27,-1,-1,3
Cc1ccc(NC(=O)N2CCC(NC(=O)c3cccc(C)c3)CC2)cc1,-0.6,-17,2,-9,-2,1,17,-10,3,0
Cc1cc(NCc2ccc3c(c2)OCO3)n2nc(C)nc2n1,-0.6,2,-5,-3,-10,/,-2,-3,-22,/
CC(=O)NC1(C(F)(F)F)N=C2SCCN2C1=O (stereo unspecified),-0.5,9,3,4,-13,/,-9,6,/,-1
O=C(O)C1(c2ccccc2)CCN(S(=O)(=O)c2ccc(Cl)s2)CC1,-0.8,28,-20,0,-13,-7,-28,-6,-2,1
O=C(CCNC(=O)OCc1ccccc1)NC1CCCCC1,-0.4,28,-2,-9,-15,-2,-28,-3,0,0
CCCN1CCN(CCCNC(=S)Nc2ccc(F)cc2)CC1,0.6,6,-5,-3,-13,2,-6,3,8,1
CCOC(=O)N1CCN(C(=O)CCNS(=O)(=O)c2ccccc2)CC1,-2.2,8,-5,0,-13,1,-8,-1,-10,-1
Cc1csc(SC(C)C(=O)NCC(=O)Nc2ccc(F)c(F)c2F)n1 (stereo unspecified),0.1,11,-11,0,-8,-2,-11,-7,-31,7
CS(=O)(=O)c1ccc(SCC(=O)NC2CCS(=O)(=O)C2)c([N+](=O)[O-])c1 (stereo unspecified),-1.0,-2,-1,6,-22,2,2,-4,18,0
COc1cc2nc(CN3CCN(S(=O)(=O)c4ccc(Br)cc4)CC3)[nH]c(=O)c2cc1OC,-1.1,-4,-4,14,-11,0,4,-11,-9,0
CNC(=O)C1CC(=O)N(c2ccc(OCC(=O)Nc3ccccc3C)cc2)C1 (stereo unspecified),-1.8,30,28,-6,6,-1,-30,6,/,0
Cc1ccc(C)c2c1cc(C)c1nnc(SCC(=O)c3cccs3)n12,-1.8,-18,0,-13,-6,-3,18,-13,-3,2
CS(=O)(=O)N1CCN(c2ccc([N+](=O)[O-])c(NCc3cccnc3)c2)CC1,-1.2,-16,5,-14,8,0,16,-2,-14,5
CC(NC(=O)COC(=O)CCN1C(=O)C2CC=CCC2C1=O)c1ccc(Br)cc1 (stereo unspecified),-3.3,-11,5,-1,-13,0,11,-7,9,-1
CCN(CC)c1ccc(NC(=O)c2cccc(OC)c2)c(C)c1,-0.2,-9,/,3,-3,-1,9,-4,/,/
COc1ccccc1CNC(=O)C1Cc2cc(S(=O)(=O)N3CCCCC3)ccc2N1C(C)=O (stereo unspecified),-0.6,4,-2,3,10,-2,-4,-4,13,-5
CC(=O)NC(CCS(C)(=O)=O)C(=O)Nc1ccc2c(c1)OCO2 (stereo unspecified),-0.2,3,13,-1,-13,/,-3,0,18,/
Cc1ccc(S(=O)(=O)NC(=S)c2ccccc2)cc1,-0.5,31,-5,-4,6,0,-31,0,11,5
Cc1ccc(NC(=S)Nc2ccc(S(=O)(=O)Nc3ncccn3)cc2)c(C)c1,-0.2,/,-12,-4,-18,2,/,4,11,-3
CCCCc1nc(NCc2ccccc2)c(C#N)c2c1CCCC2,-2.6,-37,-12,-13,-20,0,37,0,5,0
Cc1nc2ncnn2c(C)c1CCC(=O)NC(C)c1ccc2c(c1)OCCO2 (stereo unspecified),1.0,-8,/,9,-6,-2,8,-6,30,-1
O=C(c1c(F)cccc1F)N1CCN=C1SCc1ccccc1,-2.1,/,8,-2,-1,-4,/,-6,-11,-2
O=C(O)C1CCCCC1C(=O)NCc1ccncc1 (stereo unspecified),-1.1,33,-4,-2,9,-1,-33,-3,-10,0

# Compound profiles, as listed above. Values in the order: CAL PDZ FP-2, SR-BI DiI-HDL act, MITF TRPM1 HTS, Rtt109 HAT inh, PvdQ acylase, CAL PDZ FP-1, SR-BI HDL uptake, dFosB act, PfHsp90 set2, NSD2 inh
# `COc1ccccc1CNC(=O)C1Cc2cc(S(=O)(=O)N3CCCCC3)ccc2N1C(C)=O` (stereo unspecified) across the screens: -0.6, 4, -2, 3, 10, -2, -4, -4, 13, -5
# `Cc1nc2ncnn2c(C)c1CCC(=O)NC(C)c1ccc2c(c1)OCCO2` (stereo unspecified) across the screens: 1.0, -8, /, 9, -6, -2, 8, -6, 30, -1
# `O=C(O)C1CCCCC1C(=O)NCc1ccncc1` (stereo unspecified) across the screens: -1.1, 33, -4, -2, 9, -1, -33, -3, -10, 0
# `O=C(c1c(F)cccc1F)N1CCN=C1SCc1ccccc1` across the screens: -2.1, /, 8, -2, -1, -4, /, -6, -11, -2
# `Cc1ccc(NC(=S)Nc2ccc(S(=O)(=O)Nc3ncccn3)cc2)c(C)c1` across the screens: -0.2, /, -12, -4, -18, 2, /, 4, 11, -3

# Nothing new here: an excerpt of the list.
structure,CAL PDZ FP-2,SR-BI DiI-HDL act,MITF TRPM1 HTS,Rtt109 HAT inh,PvdQ acylase,CAL PDZ FP-1,SR-BI HDL uptake,dFosB act,PfHsp90 set2,NSD2 inh
COc1ccccc1CNC(=O)C1Cc2cc(S(=O)(=O)N3CCCCC3)ccc2N1C(C)=O (stereo unspecified),-0.6,4,-2,3,10,-2,-4,-4,13,-5
CC(=O)NC(CCS(C)(=O)=O)C(=O)Nc1ccc2c(c1)OCO2 (stereo unspecified),-0.2,3,13,-1,-13,/,-3,0,18,/
